# Screening data as filed in PubChem.
# rCAG binder: binders of r(CAG) RNA repeats, primary screen, biochemical, fluorescence | r(CAG) RNA repeat, TO-PRO-1 dye displacement fluorescence | inhibition, % at 3 µM | hit rate 1.3% among 370,000 | AID 651821, 2012;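 active means inhibition above the plate cutoff, the mean of all test compounds on that plate plus 3 SD, cut at about 35% in these data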;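 further: 0% = DMSO alone and 100% = 100 µM mitoxantrone as full dye displacement; higher means more dye released from RNA so lower well fluorescence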
# NPR1 activator: GC-A stimulated cGMP production enhancers – HEK293 GC-A cells, cGMP TR-FRET, EC30 ANP, primary screen | Atrial natriuretic peptide receptor 1 (Homo sapiens), P16066 | 0% at EC30 ANP, 100% saturating ANP | activation, % at 10 µM | hit rate 0.14% among 370,000 | AID 1671463, 2021; in the data active means activation above about 40%
# sPLA2-III inh: human group III sPLA2 inhibitors, primary screen, biochemical, QFRET, BODIPY PC-A2 liposome substrate. hit rate 0.56% among 370,000. QFRET BODIPY PC-A2 liposome hydrolysis, fluorescence. Group 3 secretory phospholipase A2 (Homo sapiens), Q9NZ20. inhibition, % at 12.2 µM;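 active means inhibition above mean plus 3 SD of compounds lying within the high and low control bounds, cut at about 19% in these data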;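 further: 0% = median of test compound wells and 100% = no enzyme DMSO wells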
# Target sequence (Q9NZ20 whole entry, looked up): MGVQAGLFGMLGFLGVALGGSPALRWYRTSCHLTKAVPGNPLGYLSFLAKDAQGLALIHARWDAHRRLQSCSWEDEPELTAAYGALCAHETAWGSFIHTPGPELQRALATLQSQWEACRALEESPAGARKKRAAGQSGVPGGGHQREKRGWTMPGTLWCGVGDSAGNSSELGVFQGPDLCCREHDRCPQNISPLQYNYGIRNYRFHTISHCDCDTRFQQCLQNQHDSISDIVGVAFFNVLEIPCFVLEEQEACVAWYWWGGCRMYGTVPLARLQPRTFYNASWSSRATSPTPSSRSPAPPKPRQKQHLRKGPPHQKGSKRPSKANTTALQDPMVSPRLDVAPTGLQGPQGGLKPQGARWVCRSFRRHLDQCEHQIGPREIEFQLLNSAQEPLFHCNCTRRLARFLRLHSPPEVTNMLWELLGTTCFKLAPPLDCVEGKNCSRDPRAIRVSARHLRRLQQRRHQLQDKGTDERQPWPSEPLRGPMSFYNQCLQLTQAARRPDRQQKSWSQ
# ADAM10 inh: human ADAM10 inhibitors, primary screen, biochemical, QFRET, HTS; Disintegrin and metalloproteinase domain-containing protein 10 (Homo sapiens), O14672; recombinant ADAM10, EDANS/DABCYL FRET peptide cleavage, 3 h; inhibition, % at 7 µM; hit rate 0.62% among 370,000; AID 720582, 2013;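 active means inhibition above a per-campaign cutoff equal to the mean of compounds falling between control-based bounds plus 3 SD, cut at about 20% in these data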;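 further: 0% = DMSO wells while the 100% control is not disclosed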
# FXN GAA850 act: FXN promoter activators, primary screen, cell-based, luciferase luminescence, HEK293 lucGAA850; hit rate 0.56% among 360,000; activation, % at 6 µM; AID 540364, 2011; HEK293 lucGAA850 FXN promoter luciferase reporter, 24 h; percent of 10 µM SAHA response;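 active means activation above the average of all compounds screened plus 3 SD, cutoff fixed separately per campaign, cut at about 7.5% in these data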;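 further: 0% = DMSO wells and 100% = 10 µM SAHA wells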
# DDE Tn6 FP inh: inhibitors of Tn6 peptide binding to fibrin DD(E), primary screen, biochemical, fluorescence polarization, human fibrin, Tn6 probe; hit rate 0.21% among 370,000; Fibrinogen beta chain (Homo sapiens), P02675; Fibrin DD(E) TRITC-Tn6 fluorescence polarization displacement; AID 720509, 2013; inhibition, % at 8.3 µM;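 active means inhibition above a per-campaign cutoff: mean of compounds within control limits plus 3 SD, cut at about 15% in these data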;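 further: 0% = median of all compound wells on the plate and 100% = blocking peptide control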
# ASAP1 inh: inhibitors of human ASAP1 ArfGAP activity, primary screen, biochemical, fluorescence polarization | Arf-GAP with SH3 domain, ANK repeat and PH domain-containing protein 1 (Homo sapiens), … | ASAP1-stimulated ARF1 GTP hydrolysis, GDP FP detection | inhibition, % at 16.5 µM | hit rate 0.19% among 360,000 | AID 624377, 2012; in the data active means inhibition above about 25%;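 further: 0% = vehicle with enzyme and substrate and 100% = no enzyme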
# Target sequence (Q9ULH1 325-724 limits assumed): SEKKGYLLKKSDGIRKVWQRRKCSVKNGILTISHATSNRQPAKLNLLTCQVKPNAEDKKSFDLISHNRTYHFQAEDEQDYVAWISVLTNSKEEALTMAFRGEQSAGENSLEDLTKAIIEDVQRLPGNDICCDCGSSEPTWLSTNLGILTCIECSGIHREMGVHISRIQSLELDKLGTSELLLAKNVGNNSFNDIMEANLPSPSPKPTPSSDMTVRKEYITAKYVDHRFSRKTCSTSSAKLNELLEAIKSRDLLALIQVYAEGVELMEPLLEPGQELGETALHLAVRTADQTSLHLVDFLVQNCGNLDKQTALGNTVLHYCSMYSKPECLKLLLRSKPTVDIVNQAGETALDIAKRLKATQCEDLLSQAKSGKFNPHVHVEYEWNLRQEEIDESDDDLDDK
# ARFGAP1 inhibitor: inhibitors of rat ARFGAP1 GAP activity, primary screen, biochemical, fluorescence polarization, GDP tracer | ADP-ribosylation factor GTPase-activating protein 1 (Rattus norvegicus), Q62848 | inhibition, % at 16.5 µM | Arfgap1-stimulated ARF1 GTP hydrolysis, GDP FP detection | hit rate 0.26% among 360,000;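 active means inhibition above a per-plate limit, mean inhibition of low control wells plus 3 SD, cut at about 25% in these data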;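 further: 0% = DMSO wells with enzyme and 100% = wells lacking Arfgap1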
# Target sequence (Q62848 1-136 limits assumed): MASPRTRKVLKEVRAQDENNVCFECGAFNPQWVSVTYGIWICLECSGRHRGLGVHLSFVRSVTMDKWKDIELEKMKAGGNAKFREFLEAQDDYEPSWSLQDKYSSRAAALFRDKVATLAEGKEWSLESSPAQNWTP
#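 System: truncated rat Arfgap1 GAP domain / Benchmarks: high control wells lacking Arfgap1, low control full reaction with DMSO / Times: compound-enzyme preincubation 20 min, reaction 120 min, detection 60 min, 25 °C / Repeats: one replicate per compound / Also added: human ARF1(Δ1-17)-GTP substrate / Measured by: Tracer-displacement fluorescence polarization with EDTA stop, 620/688 nm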
# KLK7 zymogen act: proKLK7 zymogen activators, primary screen, biochemical, fluorescence intensity | Kallikrein-7 (Homo sapiens), P49862 | purified proKLK7, EDANS-DABCYL substrate fluorescence; 100% is mature enzyme control, 0% vehicle | activation, % at 7 µM | hit rate 0.9% among 370,000;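 active means activation above the mean of all tested compounds plus 3 SD, computed per campaign excluding outliers beyond control limits, cut at about 13% in these data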
# NPR2 activator: human GC-B receptor activators, primary screen, HEK293 GC-B cells, cGMP TR-FRET, EC30 CNP. 0% at EC30 CNP, 100% saturating CNP. activation, % at 10 µM. Atrial natriuretic peptide receptor 2 (Homo sapiens), P20594. hit rate 0.11% among 370,000;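 active means activation at 10 µM reaching about 35% in either raw or pattern-adjusted values, limit read from the data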
# An asterisk follows results filed as active; i = inactive.
# Preview, 3 compounds:
no.	smiles	FXN GAA850 act	ADAM10 inh	rCAG binder	ASAP1 inh	NPR2 activator
1	CN(C)CCn1c(=S)[nH]c2ccc(Cl)cc2c1=O	-0.7	-7	0	-24	-3
2	Cc1cccc(NCc2ccccc2O)n1	4.1	2	2	-3	-6
3	CCOC(=O)c1c(C)c(-c2ccccc2)n(CC(=O)NCCC(C)C)c1C	0.3	2	1	-1	-3

no.	NPR1 activator	sPLA2-III inh	KLK7 zymogen act	DDE Tn6 FP inh	ARFGAP1 inhibitor
1	10	3	0.1	2	8
2	-3	-6	-0.4	2	-7
3	-4	3	0.4	-9	-1

# The whole of this part, from the start:
no.	smiles	FXN GAA850 act	ADAM10 inh	rCAG binder	ASAP1 inh	NPR2 activator
1	CN(C)CCn1c(=S)[nH]c2ccc(Cl)cc2c1=O	-0.7	-7	0	-24	-3
2	Cc1cccc(NCc2ccccc2O)n1	4.1	2	2	-3	-6
3	CCOC(=O)c1c(C)c(-c2ccccc2)n(CC(=O)NCCC(C)C)c1C	0.3	2	1	-1	-3
4	O=C1[C@H](Cc2ccccc2)NCC=CC[C@H](c2ccco2)N1Cc1ccccc1	11*	9	-11	0	-6
5	CC12CCC(C(=O)NNC(=O)c3ccc(Br)cc3)(OC1=O)C2(C)C (stereo not drawn)	1.5	0	-2	1	2
6	CC(=O)NC(Cc1c[nH]c2ccccc12)C(=O)N/N=C/c1ccccc1 (stereo not drawn)	1.8	4	-4	5	1
7	O=C(NCCCN1CCCCC1)c1ccc2c(c1)ncn2C1CCCC1	1.4	-8	-3	-11	4
8	CN(C)/C=C(/C(=O)c1ccc(Cl)cc1)n1cncn1	-1.4	0	-1	-3	-2
9	COc1cc(/C=N/OCC(=O)Nc2cc(C)on2)ccc1OCc1ccccc1	3.2	4	6	11	4
10	CC(Sc1nc2ncc(Cl)cc2[nH]1)C(=O)NC1(C#N)CCCCC1 (stereo not drawn)	0.9	-6	5	0	-9
11	CCn1c(SCC(=O)c2ccccc2)nnc1-c1cccnc1	1.8	-5	-3	8	-3
12	CC(=O)NCc1nc2ccccc2n1C(C)C	-0.1	-3	2	2	5
13	C=CCNc1nc2c(c(=O)[nH]c(=O)n2C)n1Cc1cccc(C)c1	1.5	-7	1	-9	-14
14	Cc1ccc(C(=O)NC(C)c2ccc(F)cc2)cc1 (stereo not drawn)	1.5	1	1	-12	-1
15	COc1cccc(CN2CCN(C(c3ccccc3)c3ccccc3)CC2)c1O	-0.3	11	-3	-10	-1

no.	NPR1 activator	sPLA2-III inh	KLK7 zymogen act	DDE Tn6 FP inh	ARFGAP1 inhibitor
1	10	3	0.1	2	8
2	-3	-6	-0.4	2	-7
3	-4	3	0.4	-9	-1
4	-8	-5	0.5	-3	14
5	4	-2	0.0	6	7
6	-1	-68	-0.7	-10	17
7	-2	8	0.4	-8	-5
8	-6	-10	-0.3	1	6
9	2	-3	-0.9	5	1
10	-1	-18	0.7	10	10
11	0	-7	0.0	2	-17
12	2	-3	0.1	-6	-10
13	-12	-2	-0.5	-3	11
14	2	1	0.1	0	15
15	-3	-17	-0.1	-2	3

# Part of the list above, reformatted.
item	canonical_smiles	FXN GAA850 act	ADAM10 inh	rCAG binder	ASAP1 inh	NPR2 activator	NPR1 activator	sPLA2-III inh	KLK7 zymogen act	DDE Tn6 FP inh	ARFGAP1 inhibitor
5	CC12CCC(C(=O)NNC(=O)c3ccc(Br)cc3)(OC1=O)C2(C)C (stereo not drawn)	1.5	0	-2	1	2	4	-2	0.0	6	7
6	CC(=O)NC(Cc1c[nH]c2ccccc12)C(=O)N/N=C/c1ccccc1 (stereo not drawn)	1.8	4	-4	5	1	-1	-68	-0.7	-10	17
7	O=C(NCCCN1CCCCC1)c1ccc2c(c1)ncn2C1CCCC1	1.4	-8	-3	-11	4	-2	8	0.4	-8	-5

# Next part.
no.	smiles	FXN GAA850 act	ADAM10 inh	rCAG binder	ASAP1 inh	NPR2 activator
16	COc1ccc(-c2nc(N)nc(C)c2-c2ccc(Cl)cc2)c(O)c1	0.2	15	0	-3	-2
17	CC(C(=O)O)c1cccc(Oc2ccccc2)c1 (stereo not drawn)	-0.2	-3	4	20	-1
18	CC(C)CN(C(=O)c1ccc(=O)n(C)n1)c1c(N)n(Cc2ccccc2)c(=O)[nH]c1=O	1.1	-9	-3	-17	5
19	COc1ccc(C(=O)NCCN2CCCC2)cc1	1.6	-2	-3	10	2
20	CC(C)(C)CN1CCN(Cc2cc3ccccc3[nH]2)CC1CCO (stereo not drawn)	1.9	-7	-10	-3	1
21	CC(OC(=O)c1cc(-c2cccnc2)nc2ccccc12)C(=O)Nc1ccc2ccccc2c1 (stereo not drawn)	2.6	-4	3	-14	1
22	O=C(O)Cn1cc(/C=N/Nc2ccc([N+](=O)[O-])cn2)c2ccccc21	4.5	-5	37*	-6	-6
23	CN(CCc1ccccn1)C(=O)c1nn2c(C(F)(F)F)cc(-c3ccco3)nc2c1Cl	1.1	4	-3	-12	10
24	CCOC(=O)c1c(SC)n(-c2ccccc2)c(=S)n(-c2ccccc2)c1=O	1.1	6	1	-10	-5
25	COc1ccc(C)cc1NC(=O)c1ccc(N(C)S(C)(=O)=O)cc1	-0.2	-2	-1	3	4
26	CCO[C@@H]1OC(C(=O)N2CCN(C)CC2)=C[C@H](c2ccc(C(F)(F)F)cc2)[C@H]1CCCO	0.6	-2	-11	0	-2
27	COc1ccc(NC(=O)c2ccc3ccccc3n2)cc1S(=O)(=O)N1CCCCC1	5.4	-7	4	-7	5
28	COc1ccccc1C(=O)NC(=O)Cn1nc(C)c([N+](=O)[O-])c1C	0.4	-5	0	-16	2
29	O=C(CN1C(=O)C2CCCCN2C(=O)c2ccccc21)N1CCCc2ccccc21 (stereo not drawn)	0.4	0	-7	2	-4
30	Cc1ccc(NC(=O)CSc2nc3c(c(=O)[nH]2)CCC3)cc1C	1.8	-4	10	7	-3

no.	NPR1 activator	sPLA2-III inh	KLK7 zymogen act	DDE Tn6 FP inh	ARFGAP1 inhibitor
16	-7	-10	-0.6	0	-3
17	3	5	-0.3	-2	3
18	6	8	0.3	1	10
19	3	10	-0.8	-5	1
20	-8	-5	-0.5	3	1
21	-1	-17	-0.9	6	16
22	3	1	-0.6	-2	6
23	9	-4	0.6	3	15
24	-5	-1	-0.2	-4	17
25	-1	-1	0.6	-4	-8
26	2	1	0.0	5	-7
27	8	-2	-0.6	-3	8
28	1	-3	0.1	0	-3
29	-6	-7	-0.3	13	-13
30	-5	-12	0.8	8	-1

# Part of the list above, limited to ARFGAP1 inhibitor, rCAG binder and DDE Tn6 FP inh:
cpd	SMILES	ARFGAP1 inhibitor	rCAG binder	DDE Tn6 FP inh
27	COc1ccc(NC(=O)c2ccc3ccccc3n2)cc1S(=O)(=O)N1CCCCC1	8	4	-3
28	COc1ccccc1C(=O)NC(=O)Cn1nc(C)c([N+](=O)[O-])c1C	-3	0	0

# (listing goes on)
no.	smiles	FXN GAA850 act	ADAM10 inh	rCAG binder	ASAP1 inh	NPR2 activator
31	O=C1CC(=Nc2ccc([N+](=O)[O-])cc2)NN1c1c(Cl)cc(Cl)cc1Cl	-1.4	-3	49*	-8	4
32	CCOC(=O)C1(Cc2ccccc2)CCN(Cc2ccc(C)s2)CC1	-0.9	-11	-10	-9	-3
33	COc1ccccc1CNC(=O)Cn1c(=O)c2cccn2c2cccnc21	1.9	-15	3	-9	1
34	Cc1ccc(S(=O)(=O)NCC(=O)N2CCCCC2)cc1	2.1	-9	1	3	3
35	CCOc1ccc(-c2nc(N)ncc2Oc2ccc(OC)cc2)c(O)c1	3.8	11	0	3	5
36	O=C(Cc1ccc(Cl)cc1)NCCN1CCCC1	-1.1	6	3	18	-2
37	CCOc1ccc(NC(=O)C2CCN(S(=O)(=O)c3ccc4c(c3)NC(=O)C(C)S4)CC2)cc1 (stereo not drawn)	-2.4	14	3	-1	0
38	CCCCN(C1CCS(=O)(=O)C1)S(=O)(=O)c1ccc(C(C)C)cc1 (stereo not drawn)	-1.7	-12	-10	-5	2
39	Cc1cccc(-n2nc3c([n+]2[O-])CCc2nonc2-3)c1C	2.7	-1	-1	-8	3
40	O=C(c1ccccc1)N1N=C(c2ccccc2O)CC1c1ccc(Br)cc1 (stereo not drawn)	1.3	1	1	9	2
41	Nc1ccc(-c2nc3ccc(C(=O)O)cc3s2)cc1	-7.8	i	8	-3	-8
42	CC(C)(C)C(=O)NC1=NCCS1	1.6	18	-2	-4	-5
43	COc1cccc(NC(=O)CSc2nc3c(oc4ccccc43)c(=O)[nH]2)c1	2.9	-7	54*	-10	1
44	O=C(C1CCN(c2ncnc3c2nc2n3CCCCC2)CC1)N1CCN(c2ccc(F)cc2)CC1	-0.9	2	-5	-5	-7
45	COc1ccc(S(=O)(=O)N(Cc2ccccc2)c2ccccc2C(=O)N2CCOCC2)cc1	-3.8	-11	-2	6	-6

no.	NPR1 activator	sPLA2-III inh	KLK7 zymogen act	DDE Tn6 FP inh	ARFGAP1 inhibitor
31	-6	17	-0.1	-2	2
32	1	1	0.1	-1	8
33	-1	-1	0.7	5	1
34	-2	9	-0.1	8	-8
35	11	-13	-0.2	-7	4
36	-1	0	0.5	4	3
37	2	-21	0.2	-2	7
38	1	7	-0.2	-3	10
39	-1	14	0.2	-5	1
40	-1	-5	0.1	-5	-4
41	-1	2	79*	-3	4
42	1	6	0.7	-7	-6
43	-5	-6	0.0	-5	2
44	-2	0	-0.1	4	3
45	-3	-1	0.1	6	2

# (list continues)
no.	smiles	FXN GAA850 act	ADAM10 inh	rCAG binder	ASAP1 inh	NPR2 activator
46	CCc1ccc(C2CC(c3ccc(F)cc3)Nc3nc(N)nn32)cc1 (stereo not drawn)	-0.9	-32	-3	-2	-7
47	COc1ccc(NC(=O)C2CC(=O)N(c3cccc(C)c3C)C2)cc1 (stereo not drawn)	0.2	0	-5	-9	1
48	Cc1ccc(Cn2c(C)c(C(=O)NCC(C)C)sc2=O)cc1	0.7	-2	0	-10	-8
49	CC(C(=O)c1ccc(-c2ccccc2)cc1)[n+]1cccc(NC(=O)c2ccccc2)c1 (stereo not drawn)	-0.7	3	13	-6	-7
50	CC12CCC(=O)N1C(C(=O)Nc1ccc(F)c(Cl)c1)CS2 (stereo not drawn)	-0.4	-24	0	1	2

no.	NPR1 activator	sPLA2-III inh	KLK7 zymogen act	DDE Tn6 FP inh	ARFGAP1 inhibitor
46	-2	4	1.2	-5	-3
47	2	-4	0.4	6	-4
48	4	-3	0.0	-1	-14
49	-1	1	0.8	-6	-5
50	1	7	0.0	-4	1
